Assay outcomes as filed in PubChem.
mIAP act – increases mouse intestinal alkaline phosphatase activity. muIAP, CDP-Star luminescence, 30 min; active compounds read high; 1 = vehicle-only enzyme signal, 0 = enzyme-free wells. 0.24% of 330,000 active. activation factor at 10 µM;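 active = activation factor of at least 2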; note: the source names both 10 and 20 µM as test concentration; values of inactives mirror those of a sister screen read the other way
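Assay system: mouse IAP enzyme / Compound: DMSO-dissolved test compounds / Timing: 30 min, room temperature / Measured by: luminescence from enzymatic CDP-Star hydrolysis / Control set: DMSO-only wells, enzyme-free buffer wells as negative control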
hIAP block – blocks human intestinal alkaline phosphatase; P09923; purified IAP, CDP-Star luminescence, 30 min; inhibition, % at 10 µM; 0.12% of 330,000 active; AID 2544;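 active = inhibition reaching a set limit with compound at 10 µM in the primary screen, cut at about 35% in these data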;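 note: plate controls were DMSO wells with enzyme for no effect and no-enzyme buffer wells for full effect; values of inactives mirror those of a sister screen read the other way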
Target sequence (P09923 whole entry, looked up): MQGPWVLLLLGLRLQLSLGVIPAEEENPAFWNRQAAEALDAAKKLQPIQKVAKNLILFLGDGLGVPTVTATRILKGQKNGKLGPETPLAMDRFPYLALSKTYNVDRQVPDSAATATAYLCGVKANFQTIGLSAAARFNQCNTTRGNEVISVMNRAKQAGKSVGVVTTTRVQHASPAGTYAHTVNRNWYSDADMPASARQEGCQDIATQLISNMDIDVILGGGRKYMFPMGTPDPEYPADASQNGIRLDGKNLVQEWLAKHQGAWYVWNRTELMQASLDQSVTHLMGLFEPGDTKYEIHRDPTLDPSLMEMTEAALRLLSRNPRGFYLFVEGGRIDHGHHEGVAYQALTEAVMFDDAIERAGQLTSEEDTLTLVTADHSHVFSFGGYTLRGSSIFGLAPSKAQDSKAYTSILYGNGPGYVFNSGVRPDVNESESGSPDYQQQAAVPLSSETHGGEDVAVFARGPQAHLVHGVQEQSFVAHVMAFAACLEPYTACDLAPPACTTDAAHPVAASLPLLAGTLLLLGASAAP
MPTP inh – permeability transition pore inhibition | 1.4% of 360,000 active | AID 602449 | isolated mouse mitochondria, Ca2+ swelling absorbance, 30 min | inhibition, % at 10 µM;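 active = inhibition of 50% or more, scaled per plate between neutral and stimulator controls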;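 note: 0% = DMSO wells given calcium and 100% = 1 mM EGTA wells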
A3G deaminase – APOBEC3G (human) deaminase inhibition. 0.28% of 330,000 active. AID 493012. inhibition, % at 20 µM. recombinant A3G, ssDNA deamination FAM/TAMRA fluorescence. Q9HC16;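 active = inhibition of at least 40% at 20 µM, with no more than 30% in the related APOBEC3A deaminase screen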;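 note: plate controls were DMSO wells with A3G for no effect and wells lacking A3G enzyme for full effect; some compounds called inactive have numbers as strong as hits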
GRIN3A LBD mod – NR3A (human) ligand-binding domain modulation; Tm shift relative to glycine control, % at 25 µM; AID 1259313; 2.5% of 340,000 active; NR3A LBD differential scanning fluorimetry, Tm shift; 0% = protein alone, 100% = glycine-bound protein;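 active = melting temperature shift of at least 10% of the positive control shift, at one fixed dose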
mIAP block – blocks mouse intestinal alkaline phosphatase | AID 2806 | inhibition, % at 10 µM | 0.2% of 330,000 active | purified mouse IAP, CDP-Star luminescence, 30 min;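 active = inhibition of at least 40% at 10 µM in the primary screen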;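 note: plate controls were DMSO with enzyme for no effect and no enzyme wells for full effect; values of inactives mirror those of a sister screen read the other way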
A3A deaminase – blocks human APOBEC3A ssDNA deamination | P31941 | recombinant A3A, FAM/TAMRA ssDNA deamination fluorescence | inhibition, % at 20 µM | 0.41% of 330,000 active | AID 493011;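 active = at least 40% inhibition at 20 µM here, with at most 30% in a related deaminase screen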;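 note: plate controls were A3A with DMSO for no effect and wells lacking A3A enzyme for full effect; some results filed as inactive read as strong as hits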
Target sequence (P31941 whole entry, looked up): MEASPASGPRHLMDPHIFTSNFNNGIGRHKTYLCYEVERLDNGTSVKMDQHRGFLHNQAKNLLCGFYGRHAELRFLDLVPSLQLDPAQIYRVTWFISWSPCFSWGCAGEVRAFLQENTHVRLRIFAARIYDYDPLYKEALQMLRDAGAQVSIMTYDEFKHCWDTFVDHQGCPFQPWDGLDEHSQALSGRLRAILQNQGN
MIN6 prolif – induces beta-cell replication in MIN6 cells; proliferation, % at 10 µM; AID 2380; 0.29% of 330,000 active; MIN6 cells proliferation, ATPlite luminescence, 48 h; cells starved in 0.2% serum; 100% = growth in 10% serum;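 active = compounds whose signal lies at least 3.5 SD above the mean of all wells on their plate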;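 note: 0% = DMSO-treated cells in low-serum medium and 100% = 10% serum control; some compounds called inactive have numbers as strong as hits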
hIAP activ – increases human intestinal alkaline phosphatase activity; P09923; purified human IAP, CDP-Star luminescence, 30 min; active compounds read high; 1 = vehicle-only enzyme, 0 = enzyme-free background; activation factor at 10 µM; 0.16% of 330,000 active; AID 2524;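 active = activation factor of the enzyme at least 2-fold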; note: the source names both 10 and 20 µM as test concentration; values of inactives mirror those of a sister screen read the other way
* marks the source's active call; other numbers are inactive results; x = not tested or not shown.

SMILES	mIAP act	hIAP block	MPTP inh	A3G deaminase	GRIN3A LBD mod	mIAP block	A3A deaminase	MIN6 prolif	hIAP activ
Nc1[nH]c2cc([N+](=O)[O-])ccc2c1-c1ccccn1	0.85	-2	14	0	31*	14	-7	-5	1
O=C(Nc1ccccc1)/C(=C1\CCCN1)[N+](=O)[O-]	1.1	-13	4.6	0	1	-6	-2	-2	1.1
COc1ccc(C)cc1NC(=S)Nc1ccccc1SC	0.99	-5	0.6	-7	0	1	0	-2	1.1
Cc1ccc(C)c(NC(=O)c2ccccc2NS(=O)(=O)c2cc([N+](=O)[O-])ccc2C)c1	0.92	-16	92*	-4	17*	8	-3	-6	1.2
COc1ccccc1C1=NOC(Cn2c(=O)c3c(ncn3C)n(C)c2=O)C1 (stereo not given)	1.1	-5	-10	2	2	-7	1	-3	1
O=C(/C=C/c1ccccn1)c1cc(Br)ccc1O	1	10	-0.1	4	0	-4	-6	-8	0.9
COCCCn1c(=O)c2sccc2n(Cc2ccccc2)c1=O	0.95	5	1.2	-4	-5	4	-4	2	0.95
COc1cc(SC)ccc1C(=O)Nc1ncc(C)s1	0.92	9	-2.3	-19	1	8	-7	-6	0.91
COc1ccc(CCNC(=O)N2c3ccccc3Sc3ccccc32)cc1	0.97	6	13	1	3	3	3	-3	0.94
CC(=O)c1ccc(NC(=O)c2cnsn2)cc1	1.1	2	5.0	3	-1	-7	1	-1	0.98
CS(=O)(=O)c1ccc2nc(NC(=O)c3ccc(Cl)cc3)sc2c1	0.98	2	1.6	1	8	2	0	-1	0.98
Cc1cccc(Cn2cnc3ccccc32)c1	1	-10	-0.3	-5	1	-2	-5	-1	1.1
Cc1cc(NC(=O)CSc2nc(-c3cccnc3)ccc2C#N)no1	1.1	-10	-0.7	3	1	-6	6	-1	1.1
Cc1cccc(C(C(=O)NC2CCCCC2)N(C(=O)c2csnn2)C2CC2)c1 (stereo not given)	1.1	-4	-1.8	0	-2	-14	3	1	1
CC(=O)c1cc(C(=O)N2CCc3c([nH]c4ccccc34)C2CC(C)C)[nH]n1 (stereo not given)	0.9	-7	0.3	-7	-1	10	-3	-1	1.1
CC(C)NC(=O)CCN1C(=O)c2ccccc2Sc2ncccc21	1.2	-7	1.1	1	0	-16	0	-6	1.1
CC(C)CN(C(=O)COC(=O)CNC(=O)c1ccc(Cl)cc1)C1CCS(=O)(=O)C1 (stereo not given)	1	2	2.5	1	0	-1	2	0	0.98
COC(=O)Cn1ncc(N2CC(C)OC(C)C2)c(Cl)c1=O (stereo not given)	1	4	-3.8	-5	-1	-3	-1	1	0.96
CCOC(=O)C1CCN(c2cc(=O)n(-c3ccccc3Cl)c(=O)[nH]2)CC1	0.96	5	-1.0	-10	-2	4	-7	-3	0.95
CC(Sc1nc2ccccc2[nH]1)C(=O)NC1CCCCC1C (stereo not given)	1.1	6	-0.2	-3	0	-11	0	-4	0.94
Cc1cccc(/C(N)=N/OC(=O)CCCN2C(=O)c3ccccc3C2=O)c1	0.96	-6	-4.4	-2	-1	4	0	-1	1.1
CCCc1cc(=O)n2[nH]c(C)c(-c3ccc(OC)cc3)c2n1	0.95	0	1.3	-2	-3	4	-7	-1	1
NC(=O)COC(=O)c1cc(=O)[nH]c2ccccc12	0.89	15	1.0	-4	0	12	0	-4	0.85
CCCc1ccc(-c2ccc(-c3noc(-c4ccncc4)n3)cc2)nc1	0.85	6	3.9	-8	1	15	-7	1	0.94
CCn1c(Cc2ccccc2)nnc1SCC(=O)NC(C)(C)C	1.1	20	-0.2	-4	1	-5	-3	-2	0.8
CN(C)CCCN(C(=O)c1ccc(S(=O)(=O)N2CCOCC2)cc1)c1nc2ccc(F)cc2s1	1	-16	0.0	-4	0	-1	-3	0	1.2
O=C(NCc1ccc2c(c1)OCO2)c1cnc2n(c1=O)CCS2	1	-6	-1.3	-4	-3	-1	-1	-1	1.1
Cc1ccc(NC(=O)N2CCC(C(=O)Nc3ccc(C)cc3C)CC2)cc1	0.97	-19	-0.1	-1	-2	3	2	-3	1.2
O=C(/C=C/c1ccco1)N(Cc1cccc(Cl)c1)C1CCS(=O)(=O)C1 (stereo not given)	1	10	2.4	-12	1	-1	-3	1	0.91
O=C(O)c1cnn2c(-c3ccc(F)cc3)ccnc12	0.92	0	-1.1	-7	-2	8	-3	-2	1
CCOCCCNCc1ccc(Cl)cc1	1	4	-0.4	-5	-1	-3	-1	0	0.95
CCOc1ccc(NC(=O)c2cccc3c2C(=O)N(CCOC)C3)cc1	1.1	1	1.4	-6	1	-6	-5	-3	0.99
Cn1c(C2CCCN2C(=O)OC(C)(C)C)n[nH]c1=S (stereo not given)	0.99	3	-0.6	-7	0	1	-3	0	0.97
CCN(C(=O)COC(=O)c1cc(S(=O)(=O)N2CCOCC2)ccc1F)C1CCS(=O)(=O)C1 (stereo not given)	1	-10	-0.3	-10	0	-2	2	-3	1.1
COc1ccc(N(CCC(=O)NCCc2ccccc2)S(=O)(=O)c2ccc(C)cc2C)cc1	1.2	6	-0.3	-8	-6	-24	-1	-5	0.94
O=C(Nc1cccnc1)c1ccccc1-c1nc(-c2ccccc2F)no1	1	3	-1.1	-5	0	-1	0	2	0.97
Cc1cccc(C(=O)NCCCNC(=O)c2ccccn2)c1	0.99	3	-2.4	-8	-2	1	-6	-2	0.97
COc1ccc(CNCCCC(=O)Nc2c(Cl)ccc(C)c2Cl)cc1OC	0.96	-3	2.7	-2	0	4	1	7	1
O=C(Nc1nc2ccccc2[nH]1)Nc1ccccc1F	0.94	-9	1.3	-7	-15	6	-1	-3	1.1
CCOc1ccc(C(=O)NNC(=O)C2CC(=O)N(c3ccc(C)cc3)C2)cc1 (stereo not given)	0.99	-4	-1.1	-5	-1	1	1	4	1

4 entries from above in another layout:
Compound | mIAP act | hIAP block | MPTP inh | A3G deaminase | GRIN3A LBD mod | mIAP block | A3A deaminase | MIN6 prolif | hIAP activ
CCN(C(=O)COC(=O)c1cc(S(=O)(=O)N2CCOCC2)ccc1F)C1CCS(=O)(=O)C1 (stereo not given) | 1 | -10 | -0.3 | -10 | 0 | -2 | 2 | -3 | 1.1
COc1ccc(N(CCC(=O)NCCc2ccccc2)S(=O)(=O)c2ccc(C)cc2C)cc1 | 1.2 | 6 | -0.3 | -8 | -6 | -24 | -1 | -5 | 0.94
O=C(Nc1cccnc1)c1ccccc1-c1nc(-c2ccccc2F)no1 | 1 | 3 | -1.1 | -5 | 0 | -1 | 0 | 2 | 0.97
Cc1cccc(C(=O)NCCCNC(=O)c2ccccn2)c1 | 0.99 | 3 | -2.4 | -8 | -2 | 1 | -6 | -2 | 0.97

Other entries follow:
SMILES	mIAP act	hIAP block	MPTP inh	A3G deaminase	GRIN3A LBD mod	mIAP block	A3A deaminase	MIN6 prolif	hIAP activ
Cc1ccccc1C(=O)Nc1cc(S(=O)(=O)N2CCCCC2)ccc1N1CCN(C)CC1	1.1	3	28	-12	-7	-9	2	-4	0.97
Cc1c(CC(=O)NCCCC(=O)O)c(=O)oc2c(C)c3oc4c(c3cc12)CCCC4	0.85	11	1.3	-8	-8	15	-1	-3	0.89
CCNC(=O)CN1C(=O)NC2(CCOc3ccccc32)C1=O (stereo not given)	1.1	-4	-0.1	-7	-1	-6	-4	-2	1
Cc1nc2ccc(C(=O)Nc3cccc([N+](=O)[O-])c3)cc2s1	0.87	4	-1.0	-6	21*	13	-3	0	0.96
O=C(CCCCCN1C(=O)[C@@H]2Cc3ccccc3CN2C1=O)NCCc1ccccc1	0.96	-40	3.3	-9	-1	4	-4	3	1.4
Cc1cc[n+](-c2nc([O-])sc2/C=N/Nc2ccc([N+](=O)[O-])cc2)cc1	0.83	22	2.1	11	-2	16	4	-2	0.79
COc1cc(/C=C/C(=O)OCC(=O)NC(=O)NC2CCCCC2)ccc1OC(F)F	0.95	35*	0.3	-1	-5	5	1	-4	0.65
CN(C)c1ccc(C(O)P(=O)(OCc2ccccc2)c2ccc(N(C)C)cc2)cc1 (stereo not given)	1.1	5	1.1	0	-1	-7	-5	1	0.95
Cc1ccc(NC(=S)NNC(=O)c2ccco2)cc1	0.88	-33	-0.2	2	0	12	4	-3	1.3
Cc1cc(O)cc2c(=O)c3ccccc3sc12	0.93	18	0.2	-7	-9	7	-4	5	0.82
COc1cc(NC(=O)c2ccc(Br)o2)c(C(=O)O)cc1OC	0.96	-4	0.1	2	-1	4	1	-3	1
C=CCN1C(=O)c2ccc(C(=O)N(C)CC(=O)Nc3cccc(F)c3)cc2C1=O	0.96	-28	-0.3	-5	1	4	3	-2	1.3
Cc1nn(C(=O)c2ccco2)c(C)c1Sc1ccc([N+](=O)[O-])cc1	1	-9	-0.7	-5	5	0	2	-2	1.1
CC(C(=O)N1CC2(C)CC1CC(C)(C)C2)N1C(=O)c2ccccc2C1=O (stereo not given)	1	-10	-0.2	-2	0	-2	0	0	1.1
C=CCOc1c(Cl)cc(CNn2cn[nH]c2=S)cc1OC	1	4	-0.2	22	-1	-3	-1	-1	0.96
COc1ccc(-c2nn(-c3ccccc3)cc2C(=O)N2CCN(S(=O)(=O)c3cccc(F)c3)CC2)cc1	0.98	0	-1.1	-9	1	2	-2	-4	1
O=C(Cc1cccs1)NCCc1cn2ccccc2n1	0.97	9	0.9	2	-2	3	-1	0	0.91
Cc1cc(C)nc(SCC(=O)NC2=NC(=O)C(C)S2)n1 (stereo not given)	0.91	-11	x	-6	2	9	2	-1	1.1
O=C(O)c1ccc(CSc2nnnn2C2CCCCC2)cc1	1	-10	0.0	-3	0	-1	1	-2	1.1
COc1cc(C(=O)N/C(=C\c2cn(C)c3ccccc23)C(=O)NCCN2CCOCC2)cc(OC)c1OC	0.96	-43	0.2	-4	2	4	-5	-4	1.4
Cc1ccc(/C=C/C(=O)Nc2cc(=O)n(C)c(=O)n2C)o1	0.96	2	-0.1	5	-1	4	6	0	0.98
Clc1ccc(-c2ccc(/C=N/Nc3cc(N4CCOCC4)nc(N4CCOCC4)n3)o2)cc1	1	-1	1.3	0	-1	-5	-4	-5	1
COCCCNC(=O)COc1ccc(Br)cc1Cl	0.93	-11	1.5	-7	0	7	0	5	1.1
COc1ccc(CCNC(=O)c2ccc3c(c2)OCCO3)cc1	0.85	-3	-1.8	-2	0	15	-3	-3	1
O=C(N1CCCCCC1)N1CCN(S(=O)(=O)N2CCOCC2)CC1	1	-9	-5.7	-5	-1	-1	-2	-1	1.1
CC1CCCc2sc3nc(NCc4ccco4)n4ncnc4c3c21 (stereo not given)	1	-32	0.5	-5	-13	-4	-3	-3	1.3
CCN1C(=O)[C@@H]2[C@@H](c3ccc(-c4ccc(OC)cc4)cc3)N3CCC[C@@]3(C(=O)OC)[C@@H]2C1=O	0.97	-8	-0.5	-7	-1	3	-4	-6	1.1
O=C/C(=C\Nc1ccc(Cl)cn1)c1nc2ccccc2o1	0.99	-81	-1.8	-3	-1	1	1	-2	1.8
CC(/C=N/NC(=O)c1cnccn1)=C\c1ccco1	0.79	-3	0.4	13	3	21	4	-2	1
Cc1cccc(C)c1NC(=O)C1(N(Cc2ccco2)C(=O)CC2NC(=O)NC2=O)CCCCC1 (stereo not given)	1	16	-0.6	-1	1	-1	0	2	0.84
O=C(CCc1ccccc1)Nc1ccc2ccccc2n1	0.98	1	0.4	-4	0	2	0	-2	0.99
O=C(N/N=C/C=C/c1ccccc1[N+](=O)[O-])c1ccncc1	1	-8	0.6	-5	-1	-4	-2	-3	1.1
O=C(O)CCNC(=O)C12CC3CC(CC(C3)C1)C2	0.98	2	1.7	-5	1	2	1	-1	0.98
